ASAP1 inh = ASAP1 ArfGAP inhibition. Q9ULH1. ASAP1-stimulated ARF1 GTP hydrolysis, GDP FP detection. inhibition, % at 16.5 µM. AID 624377. actives 0.19% (n = 360,000); in the data active = inhibition above about 25%;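 note: 0% = vehicle with enzyme and substrate and 100% = no enzyme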
UHRF1 binding = human UHRF1 methylated DNA binding inhibitors; Q96T88; UHRF1 binding to methylated oligo, TR-FRET; inhibition, % at 4.4 µM; actives 0.75% (n = 370,000); AID 687016; in the data active = inhibition above about 21%;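 note: UHRF1 SRA domain binding a hemimethylated CpG hairpin DNA probe; 0% = median of test compound wells and 100% = reference inhibitor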
PLC-gamma1 inh = blocks human PLC-gamma1 enzyme activity; AID 720700; purified PLC-gamma1, fluorogenic substrate, fluorescence; inhibition, % at 12.2 µM; actives 0.84% (n = 370,000); in the data active = inhibition above about 9.5%
NR1D1 modulator = modulators of human Rev-erb alpha DNA binding. P20393. Rev-erbα–FITC-DNA binding, fluorescence polarization, 90 min. activity, % at 10 µM. actives 0.79% (n = 370,000). AID 1259318;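 active = activity above about 14%, limit read from the data; passing the limit was not always enough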;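 note: 0% = DMSO wells with 35 nM protein and 100% = DMSO wells with 750 nM protein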
PLCb3 inh = inhibitors of human phospholipase C beta3 | Q01970 | Purified PLC-beta3, fluorogenic substrate, fluorescence | inhibition, % at 12.2 µM | actives 0.18% (n = 370,000) | AID 720704; in the data active = inhibition above about 11%;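 note: 0% = median of compound wells on plate and 100% = full blocker control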
Target sequence (Q01970 whole entry, looked up): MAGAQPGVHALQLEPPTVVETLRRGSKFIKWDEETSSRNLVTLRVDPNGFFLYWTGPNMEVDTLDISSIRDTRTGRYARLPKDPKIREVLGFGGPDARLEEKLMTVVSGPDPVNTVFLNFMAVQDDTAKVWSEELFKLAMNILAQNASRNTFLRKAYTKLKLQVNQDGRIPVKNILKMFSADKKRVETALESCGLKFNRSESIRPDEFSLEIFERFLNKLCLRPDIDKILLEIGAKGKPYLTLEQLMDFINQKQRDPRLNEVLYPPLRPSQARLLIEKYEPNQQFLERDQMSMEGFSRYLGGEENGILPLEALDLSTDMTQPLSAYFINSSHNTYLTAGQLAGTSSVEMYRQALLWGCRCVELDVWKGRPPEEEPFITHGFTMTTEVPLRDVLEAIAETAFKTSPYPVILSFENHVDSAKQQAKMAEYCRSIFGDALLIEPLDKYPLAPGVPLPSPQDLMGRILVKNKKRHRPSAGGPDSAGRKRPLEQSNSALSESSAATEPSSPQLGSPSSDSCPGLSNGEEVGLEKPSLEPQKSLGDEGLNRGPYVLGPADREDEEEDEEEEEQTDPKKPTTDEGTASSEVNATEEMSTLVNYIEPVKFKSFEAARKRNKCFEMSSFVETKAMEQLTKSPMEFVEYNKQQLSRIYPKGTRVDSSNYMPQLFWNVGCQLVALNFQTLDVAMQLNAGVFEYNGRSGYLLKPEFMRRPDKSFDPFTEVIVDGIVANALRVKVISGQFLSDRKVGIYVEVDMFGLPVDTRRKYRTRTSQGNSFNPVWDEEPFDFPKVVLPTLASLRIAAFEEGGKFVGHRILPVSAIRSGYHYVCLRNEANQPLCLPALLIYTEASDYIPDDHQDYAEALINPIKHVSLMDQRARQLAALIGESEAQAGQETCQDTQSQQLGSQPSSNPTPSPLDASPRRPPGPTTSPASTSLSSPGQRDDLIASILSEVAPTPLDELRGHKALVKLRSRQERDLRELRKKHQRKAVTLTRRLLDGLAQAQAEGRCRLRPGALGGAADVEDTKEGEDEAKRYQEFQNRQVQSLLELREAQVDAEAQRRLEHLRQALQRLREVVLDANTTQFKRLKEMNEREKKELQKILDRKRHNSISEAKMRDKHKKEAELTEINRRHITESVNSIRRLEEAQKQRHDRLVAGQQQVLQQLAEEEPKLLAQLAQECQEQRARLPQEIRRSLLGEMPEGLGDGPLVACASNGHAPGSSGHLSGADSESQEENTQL
KLK7 zymogen act = proKLK7 (human) activation, primary screen; purified proKLK7, EDANS-DABCYL substrate fluorescence; 100% is mature enzyme control, 0% vehicle; activation, % at 7 µM; actives 0.9% (n = 370,000); AID 652039;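 active = activation above the mean of all tested compounds plus 3 SD, computed per campaign excluding outliers beyond control limits, cut at about 13% in these data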
ARFGAP1 inhibitor = inhibits rat ARF GTPase activating protein 1; Q62848; Arfgap1-stimulated ARF1 GTP hydrolysis, GDP FP detection; inhibition, % at 16.5 µM; actives 0.26% (n = 360,000); AID 651572;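 active = inhibition above a per-plate limit, mean inhibition of low control wells plus 3 SD, cut at about 25% in these data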;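 note: 0% = DMSO wells with enzyme and 100% = wells lacking Arfgap1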
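Material: rat Arfgap1 GAP domain (His6, aa 1-136), purified enzyme. Also added: human ARF1(Δ1-17)-GTP substrate. Compound dosing: 16.5 µM single point, 1.26% DMSO. Timing: enzyme reaction 120 min at 25 °C after 20 min preincubation. Signal: GDP detection by fluorescence polarization. Read-out basis: percent inhibition of GAP-stimulated GDP formation, scaled between DMSO and no-Arfgap1 medians.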
sPLA2-III inh = Blocks human group III sPLA2 activity. Q9NZ20. QFRET BODIPY PC-A2 liposome hydrolysis, fluorescence. inhibition, % at 12.2 µM. actives 0.56% (n = 370,000). AID 743126;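 active = inhibition above mean plus 3 SD of compounds lying within the high and low control bounds, cut at about 19% in these data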;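 note: 0% = median of test compound wells and 100% = no enzyme DMSO wells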
Tn6 DDE FP = DD(E)-Tn6 binding inhibition, primary FP screen | P02675 | Fibrin DD(E) TRITC-Tn6 fluorescence polarization displacement | inhibition, % at 8.3 µM | actives 0.21% (n = 370,000) | AID 720509;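 active = inhibition above a per-campaign cutoff: mean of compounds within control limits plus 3 SD, cut at about 15% in these data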;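 note: 0% = median of all compound wells on the plate and 100% = blocking peptide control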
Tn7 DDE FP = inhibitors of Tn7 peptide binding to human fibrin DD(E). P02675. inhibition, % at 8.3 µM. actives 0.13% (n = 370,000). FP displacement of FITC-Tn7 peptide from fibrin DD(E); 0% = median of compound wells per plate. AID 720508;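 active = inhibition above the mean of compounds falling within the control limits plus 3 SD of them, cut at about 14% in these data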;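 note: 0% = plate median of compound wells and 100% = 10 µM Aha-Tn7 peptide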
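Test system – human fibrin DD(E) · Times – 10 min preincubation, 3 h with tracer, room temperature · Detection – fluorescence polarization of the labelled Tn7 tracer · Measure – percent inhibition normalized to high-control wells · Benchmarks – high control wells with 10 µM unlabelled Aha-Tn7 peptide (full inhibition) · Repeats – singlicate testing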
* = called active by the depositor; nt = not tested or not shown.

SMILES | ASAP1 inh | UHRF1 binding | PLC-gamma1 inh | NR1D1 modulator | PLCb3 inh | KLK7 zymogen act | ARFGAP1 inhibitor | sPLA2-III inh | Tn6 DDE FP | Tn7 DDE FP
Cc1ccc(-c2nc(CN(C)Cc3cccc4cnccc34)c(C)o2)s1 | 3 | -3 | -6 | -7 | -9 | -0.8 | -2 | -7 | 3 | -7
Nc1nc(NC2CCCCC2)nc(NCCO)c1[N+](=O)[O-] | 1 | 1 | 7 | -9 | 4 | -0.3 | 5 | -2 | -4 | -7
Cc1ccc(/C=C/C(=O)Nc2ncc(C)s2)o1 | 0 | -2 | -25 | -6 | -29 | 1.2 | -11 | -3 | 1 | 0
CCC(CC)c1nnc(NC(=O)C2CSC3(C)CCC(=O)N23)s1 (stereo unspecified) | 5 | 0 | -4 | -5 | -3 | -0.1 | -1 | 8 | -1 | -1
COC(=O)c1c(NC(=O)CC2NCCNC2=O)sc2c1CCCC2 (stereo unspecified) | 10 | -1 | -1 | -8 | 1 | -0.3 | -2 | 8 | -1 | 3
Cc1noc(C)c1CSCC(=O)Oc1ccc(N(C)S(=O)(=O)c2ccccc2)cc1 | -4 | 0 | 1 | 0 | -3 | 0.1 | 13 | 0 | 2 | 1
COc1ccccc1NS(=O)(=O)c1ccc2oc(SCc3ccc(F)cc3)nc2c1 | 3 | 4 | 1 | 5 | 1 | -1.1 | -3 | 7 | 1 | 5
Cc1nc2sc3c(c2c(=O)o1)CCC3 | -1 | 1 | -4 | -3 | -7 | 0.3 | 3 | 14 | 9 | 6
CC(C)CCn1c(=O)c2ccccc2n2c(CN3CCOCC3)nnc12 | 3 | 8 | 0 | -4 | -4 | 0.7 | -2 | -5 | 16* | -2
Cc1nn(C)c(C(=O)N/N=C/c2cc3c(cc2Br)OCO3)c1Br | 0 | -2 | 2 | -5 | 3 | 0.2 | -6 | 3 | 2 | 2
Cc1cc(C)nc(NS(=O)(=O)c2ccc(NC(=O)c3nn(-c4ccccc4)ccc3=O)cc2)n1 | 6 | 0 | 3 | -5 | 2 | 0.1 | 10 | 4 | 6 | 0
COc1cccc(OC)c1-c1nn2c(-c3ccco3)nnc2s1 | -1 | -4 | -5 | -2 | -11 | 0.1 | 1 | 9 | 4 | 10
CCOc1ccc(N(CC(=O)NC2CCCCCC2)S(=O)(=O)c2c(C)[nH]c(=O)[nH]c2=O)cc1 | -2 | 1 | -3 | -3 | -1 | -0.4 | 12 | -19 | -8 | 5
CSC1=N/C(=C\c2ccccc2)C(=O)N1C | -2 | -3 | -9 | -2 | -11 | 0.6 | -6 | -3 | -1 | -5
CSc1nc(Cl)c(Cc2ccc(OC(C)C)cc2)c(N2CCOCC2)n1 | -15 | 1 | 4 | 5 | 2 | 0.6 | 2 | -1 | 7 | 3
C=CCn1c(SCc2cccc3ccccc23)nnc1-c1cccnc1 | -1 | -1 | 3 | -3 | 1 | 0.5 | 2 | 0 | -10 | 0
Cc1ccc(CN2C(=O)N/C(=C\c3cccn3-c3cccc(C(=O)O)c3)C2=O)cc1 | 2 | 17 | -2 | -3 | -7 | 0.4 | 1 | -25 | 2 | 7
O=[N+]([O-])c1ccc2nc(/C=C/c3ccc(Cl)cc3)[nH]c2c1 | 5 | -2 | -52 | 2 | -57 | 1.0 | 13 | -4 | -13 | 0
O=C(c1ccccc1Nc1ccc(SC(F)F)cc1)N1CCCCCC1 | -6 | -2 | -2 | -6 | -9 | -0.4 | 8 | 1 | 0 | -2
FC(F)(F)c1ccccc1CNCc1ccncc1 | 11 | 1 | 3 | 7 | 0 | -0.1 | -11 | 3 | -1 | -1
Cn1c(SCCOc2ccccc2Cl)nnc1-c1cccs1 | -2 | -1 | 2 | 2 | 2 | 0.7 | -4 | 0 | 11 | 1
Cc1cccn2c(CN3CCSCC3)c(C(=O)N3CCOCC3)nc12 | 14 | -1 | -3 | 2 | -3 | -0.3 | 3 | 1 | -8 | -6
COC(=O)c1cc(CNC(=O)c2ccccc2OCc2c(C)noc2C)ccc1OC | -9 | -1 | 1 | 1 | -4 | -0.2 | 7 | 1 | 6 | -3
CC1=C(C#N)C(=O)NC1(C)O (stereo unspecified) | 2 | -1 | -9 | -8 | -16 | 1.2 | -10 | -7 | -1 | 0
NCCCC[C@@H]1NC(=O)c2cc([N+](=O)[O-])cc(F)c2NCCCC[C@@H](C(N)=O)NC(=O)CNC1=O | -4 | -1 | 2 | -5 | 1 | 0.1 | 1 | 8 | 5 | 1
CCCN1C(=O)SC(CC(=O)Nc2ccc(C)cc2)C1=O (stereo unspecified) | 1 | 1 | 2 | 3 | -1 | 0.0 | 4 | -6 | -4 | 10
COc1ccc(Cl)cc1C(=O)Nn1cnnc1 | 0 | 2 | 0 | 2 | -4 | 0.2 | 0 | 4 | -2 | -1
O=C1CC(Cc2ccc(Cl)cc2)C(=O)N1c1ccccn1 (stereo unspecified) | 11 | 14 | 0 | 3 | 0 | -0.4 | 9 | 5 | 4 | 7
CC1(C(=O)NS(=O)(=O)c2ccc(Cl)cc2)CCN1C(=O)c1ccco1 (stereo unspecified) | -9 | 0 | 0 | -10 | 2 | 0.0 | -10 | -4 | -2 | 4
O=C(NCc1ccco1)c1cccc(Br)c1 | -20 | -1 | 2 | -4 | -6 | 0.7 | 6 | 5 | 3 | 4
O=C(CCNC(=O)c1ccc(Cl)cc1)Nc1nc2ccccc2[nH]1 | -2 | -2 | -6 | 7 | -20 | 0.1 | -10 | 18 | 4 | 1
Cc1ccc(S(=O)(=O)N2CCN(C(=O)COC(=O)c3nc(Cl)ccc3Cl)CC2)c(C)c1 | -9 | 1 | -1 | -4 | -13 | 0.0 | 6 | -1 | 6 | -2
COc1cccc(CNC(=O)C(=O)NCCC2CCCCN2S(=O)(=O)c2ccc(C)cc2)c1 (stereo unspecified) | -7 | 2 | 0 | -3 | 4 | 0.1 | -3 | -7 | -4 | -8
COC(=O)N/N=C/c1ccc(-c2ccccc2Cl)o1 | -6 | -4 | 0 | -3 | -8 | 0.2 | 3 | -6 | -1 | 1
CCC(CC)C(=O)Nc1ccc([N+](=O)[O-])cn1 | -3 | 0 | 6 | 2 | 8 | -0.1 | 11 | 10 | 2 | 6
COc1cc(C2SCC(=O)N2CCc2ccc(OC)c(OC)c2)ccc1O (stereo unspecified) | -4 | 2 | -1 | 3 | 1 | -0.5 | -2 | 1 | 1 | 2

For reference, part of the list above:
SMILES | ASAP1 inh | UHRF1 binding | PLC-gamma1 inh | NR1D1 modulator | PLCb3 inh | KLK7 zymogen act | ARFGAP1 inhibitor | sPLA2-III inh | Tn6 DDE FP | Tn7 DDE FP
NCCCC[C@@H]1NC(=O)c2cc([N+](=O)[O-])cc(F)c2NCCCC[C@@H](C(N)=O)NC(=O)CNC1=O | -4 | -1 | 2 | -5 | 1 | 0.1 | 1 | 8 | 5 | 1
CCCN1C(=O)SC(CC(=O)Nc2ccc(C)cc2)C1=O (stereo unspecified) | 1 | 1 | 2 | 3 | -1 | 0.0 | 4 | -6 | -4 | 10
COc1ccc(Cl)cc1C(=O)Nn1cnnc1 | 0 | 2 | 0 | 2 | -4 | 0.2 | 0 | 4 | -2 | -1
O=C1CC(Cc2ccc(Cl)cc2)C(=O)N1c1ccccn1 (stereo unspecified) | 11 | 14 | 0 | 3 | 0 | -0.4 | 9 | 5 | 4 | 7

Remaining list, next part.
SMILES | ASAP1 inh | UHRF1 binding | PLC-gamma1 inh | NR1D1 modulator | PLCb3 inh | KLK7 zymogen act | ARFGAP1 inhibitor | sPLA2-III inh | Tn6 DDE FP | Tn7 DDE FP
COc1cc(C)nc(N2CCCC(C(=O)Nc3cccc(Cl)c3Cl)C2)n1 (stereo unspecified) | -7 | 0 | 3 | 2 | 4 | -0.1 | 2 | 4 | -4 | -2
O=C(CSc1nc(-c2ccco2)cc(C(F)(F)F)n1)N1CCSCC1 | -1 | 4 | -2 | 6 | -2 | -0.1 | 4 | -1 | 7 | 0
COc1ccc(-c2nnc(SCC(=O)Nc3cccnc3Cl)n2C)cc1 | -1 | -2 | 6 | -4 | -6 | 0.5 | -16 | 1 | -6 | -1
CC1=C(C(=O)OCc2ccccc2)C(c2ccccc2[N+](=O)[O-])NC(=O)N1C (stereo unspecified) | -4 | 3 | -74 | 4 | -88 | 6.7 | 6 | 1 | -3 | 1
CCc1noc(C)c1C(=O)Nc1ccc(Cl)c(S(=O)(=O)N2CCCCC2)c1 | 6 | -2 | 1 | 3 | -2 | 7.9 | 14 | -12 | -1 | 2
CCn1c(CNC(=O)c2cccs2)n[nH]c1=S | -6 | 0 | -1 | 7 | 0 | -0.2 | 6 | 12 | -8 | 0
Cc1nnc(NC(=O)CCn2c(=O)oc3ccc(Cl)cc32)s1 | -3 | 0 | 0 | -4 | -5 | -0.1 | 1 | 10 | -4 | 0
c1ccc(Nc2cccc3c(Nc4ccccc4)cccc23)cc1 | 12 | -1 | -235 | -4 | -263 | -8.9 | 20 | 4 | 3 | -3
COc1cccc(CSc2nnc(-c3cccnc3)n2Cc2ccccc2)c1 | nt | 0 | -1 | 0 | -3 | -0.2 | nt | 4 | -1 | 1
N#Cc1ccc(CSCC(=O)NN=C2CCCC2)cc1 | -1 | -2 | 1 | -6 | -1 | -0.2 | 7 | -4 | 3 | 3
COc1cccc(CCNC(=O)c2ccc(C#N)cc2)c1 | -1 | 0 | 1 | 4 | 1 | 0.4 | 1 | 5 | -5 | 0
Cc1c(C(=O)Nc2cccc(S(=O)(=O)N3CCOCC3)c2)oc2ccc(Br)cc12 | 1 | 2 | 4 | 16* | 2 | 0.1 | -3 | -4 | 0 | -7
O=C(Cc1cccc2ccccc12)NCC(=O)N1CCN(CC(=O)Nc2ccc(F)cc2)CC1 | -1 | 3 | 2 | -2 | 0 | 0.2 | 2 | -16 | 4 | -3
CCCCCCCCc1nnc(NC(=O)c2ccco2)s1 | 4 | 0 | 1 | 5 | -2 | 0.5 | -8 | 7 | -4 | -2
CC1(C)CC(=O)C2=C(C1)OC(N)=C(C#N)C2c1ccc(OC(=O)N2CCOCC2)cc1 (stereo unspecified) | 10 | -3 | 0 | 4 | 2 | 0.6 | 1 | 0 | 1 | 6
CCc1cc(C(=O)Nc2cc(S(=O)(=O)N3CCCCC3)ccc2N2CCN(C)CC2)sc1C | 5 | -1 | -9 | 1 | -8 | 0.2 | 6 | -25 | 2 | 3
CC(C)(C)c1cc(=O)[nH]c(SCc2ccccc2Cl)n1 | 11 | -1 | 1 | 4 | 2 | 0.0 | 3 | -6 | -3 | -2
O=C1CCCCCC(=O)[C@H](O)C[C@H](c2ccccc2)O1 | -13 | 0 | 2 | 2 | 2 | 0.1 | -7 | 9 | -3 | 1
COc1cccc(CN2CC(C(=O)N3CCCCCCC3)CCC2=O)c1 (stereo unspecified) | 9 | -2 | 4 | 1 | -2 | 0.1 | 5 | -2 | 9 | 0
Cc1ccccc1C(=O)N1CCCC(N2CCN(Cc3ccc4c(c3)OCO4)CC2)C1 (stereo unspecified) | 3 | 0 | -1 | 5 | -3 | -0.1 | -3 | -4 | 3 | -3

Screens deposited in PubChem BioAssay by several laboratories.
